HBB splice mod = alters splicing of the hemoglobin beta chain. HBB splicing reporter cell assay, activation; EGFP reporter with mutant IVS2-654 intron; response scale: normalised to 500 nM splice-correcting PNA. Potency, µM (titrated, usually from 46.1 µM), without a hit: at the highest dose activation, actives largely listed as activators. hit rate 0.06% among 65,000. AID 925; also: potency is read from the fitted curve at half-maximal effect; 0% is about no effect
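Compounds were applied for 2 days to HeLa EGFP-654 cells, 500/well in Optimem with 2% FCS. The reporter's EGFP is disrupted by mis-splicing of beta-globin intron IVS2-654. Readout: summed well GFP fluorescence from 488 nm laser scanning; reference was 500 nM antisense […] 654 PNA.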
UbGFP stabilizer = inhibits proteasome, raising ubiquitin-GFP reporter fluorescence | Ubiquitin-GFP reporter cells, proteasome inhibition, GFP fluorescence; response scale: untreated = 0%, 10 µM MG-132 = 100% | Potency, µM (top dose mostly 45.9 µM), without a hit: top-dose activation (GFP accumulation), usual class: activators | 67,000 tested, under 10 active; active = well fitted activation curve with a large enough effect, not every such curve was filed as active; inconclusive = small, poorly fitted or top-dose-only effect, or another doubt; inactive = no such curve, though single readings can be large or run the other way; also: potency is read from the fitted curve at half-maximal effect
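Reporter cells (U2OS, ubiquitin-G76V-GFP fusion) are plated overnight, then treated 4 hr at 37 °C with compound titrations from 46 uM down to 2.9 nM. Activity is scaled against untreated cells and 10 uM MG-132.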
4MU fluor = compounds fluorescent in 4-MU spectral region. hit rate 11% among 59,000. max dye-equivalent concentration, M. AID 589. compound autofluorescence, 340/450 nm, 4-MU equivalents; active compounds read high; in the data active = max dye-equivalent concentration above about 10 nM; inconclusive = mostly about 1.1 nM to 9.6 nM
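Intrinsic fluorescence at 340/450 nm (ex/em) was read after 15 min at room temperature in pH 8.0, 100 mM Tris. Each compound concentration expressed as 4-MU-equivalent concentration from a six-point 4-MU standard series on each plate.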
Epigenetic mod = epigenetic GFP locus derepression in mouse cells | AID 597 | hit rate 0.09% among 68,000 | Potency, µM (series often up to 46.1 µM), without a hit: at the highest dose GFP derepression (activation) | mouse C127i GFP locus derepression, cytometry, 30 h; also: % of control where 0% means no effect
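Locus derepression in mouse mammary C127i cells whose integrated CMV-GFP reporter is normally silent; GFP expression after 30 h compound treatment was quantified by counting fluorescent cells.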
Hsp90 Hop PPI = changes Hsp90-Hop TPR2A binding signal, up or down; AlphaScreen TPR2A-His6 binding biotin-Hsp90 C-terminal peptide; AID 595; hit rate 0.44% among 71,000; Potency, µM (top dose mostly 57 µM), without a hit: top-dose activity change, negative = inhibition; active = well fitted curve in either direction with a large enough effect; inconclusive = small, poorly fitted or top-dose-only effect, or another doubt; also: potency is read from the fitted curve at half-maximal effect; % is scaled to controls: 0 for no effect and ±100 for the full control effect; many of its hits are not listed in these tables
HADH2 inh = HADH2 (human) dehydrogenase inhibition | Q99714 | recombinant HADH2, NADH fluorescence, beta-hydroxybutyryl-CoA | Potency, µM (series often up to 57.1 µM), for inactives: top-dose activity change, negative = inhibition, most hits filed as inhibitors | hit rate 3.4% among 73,000 | AID 886; also: potency is read from the fitted curve at half-maximal effect; % is scaled to controls: 0 for no effect and ±100 for the full control effect; nearly all actives have a fitted effect of over 60% in size; many of its hits are not listed in these tables
Target sequence (Q99714 whole entry, looked up, one chain of several): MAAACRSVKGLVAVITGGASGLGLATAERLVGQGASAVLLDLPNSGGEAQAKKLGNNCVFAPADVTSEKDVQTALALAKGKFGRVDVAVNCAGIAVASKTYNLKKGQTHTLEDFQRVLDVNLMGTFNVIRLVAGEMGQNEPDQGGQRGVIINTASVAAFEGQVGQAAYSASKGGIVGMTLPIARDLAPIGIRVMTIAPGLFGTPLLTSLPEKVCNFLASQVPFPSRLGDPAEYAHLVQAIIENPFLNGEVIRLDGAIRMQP
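His-tagged recombinant enzyme from E. coli, 20 nM, preincubated 15 min RT with compound; reaction started with 1 mM NAD+ and 90 uM beta-hydroxybutyryl-CoA in 100 mM Tris-HCl pH 9.0. NADH fluorescence (ex 360/em 450) read over 4 min; last-minus-first difference.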
Fluorescein fluor = fluorescein region autofluorescence. max fluorescein-equivalent concentration, M. hit rate 0.91% among 59,000. Compound autofluorescence, 480/540 nm, fluorescein-equivalent; active compounds read high; in the data active = max fluorescein-equivalent concentration above about 10 nM; inconclusive = between about 1.1 nM and that limit
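Compounds (23 nL) in 100 mM Tris pH 8.0, 15 min at room temperature, then fluorescence read at 480 nm excitation/540 nm emission. Signal converted to fluorescein-equivalent concentration from an on-plate fluorescein standard curve.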
Pol III holo inh = blocks replication by bacterial DNA polymerase III holoenzyme | Potency, µM (series often up to 57.1 µM), for inactives: at the top dose activity change, negative = inhibition | AID 603 | reconstituted DNA polymerase III holoenzyme replication, biochemical | hit rate 0.25% among 71,000; also: potency is read from the fitted curve at half-maximal effect; % is scaled to controls: 0 for no effect and ±100 for the full control effect
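Reconstituted *E. coli* holoenzyme (0.35 nM Pol III, 1 nM beta, 154 nM SSB, 2 nM primase) was preincubated with compound for 15 min at RT. Synthesis on 1.4 nM ssM13Gori ran 35 min, then was stopped with PicoGreen/EDTA and read as dsDNA fluorescence.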
ALOX15 inhib = blocks human 15-lipoxygenase activity. Potency, µM (top dose mostly 57.1 µM), without a hit: top-dose activity change, negative = inhibition, usual class: inhibitors. hit rate 1.4% among 74,000. purified 15hLO-1, xylenol orange hydroperoxide absorbance. AID 887. P16050; also: potency is read from the fitted curve at half-maximal effect; % is scaled to controls: 0 for no effect and ±100 for the full control effect; nearly all actives have a fitted effect of over 55% in size
Target sequence (P16050 whole entry, looked up): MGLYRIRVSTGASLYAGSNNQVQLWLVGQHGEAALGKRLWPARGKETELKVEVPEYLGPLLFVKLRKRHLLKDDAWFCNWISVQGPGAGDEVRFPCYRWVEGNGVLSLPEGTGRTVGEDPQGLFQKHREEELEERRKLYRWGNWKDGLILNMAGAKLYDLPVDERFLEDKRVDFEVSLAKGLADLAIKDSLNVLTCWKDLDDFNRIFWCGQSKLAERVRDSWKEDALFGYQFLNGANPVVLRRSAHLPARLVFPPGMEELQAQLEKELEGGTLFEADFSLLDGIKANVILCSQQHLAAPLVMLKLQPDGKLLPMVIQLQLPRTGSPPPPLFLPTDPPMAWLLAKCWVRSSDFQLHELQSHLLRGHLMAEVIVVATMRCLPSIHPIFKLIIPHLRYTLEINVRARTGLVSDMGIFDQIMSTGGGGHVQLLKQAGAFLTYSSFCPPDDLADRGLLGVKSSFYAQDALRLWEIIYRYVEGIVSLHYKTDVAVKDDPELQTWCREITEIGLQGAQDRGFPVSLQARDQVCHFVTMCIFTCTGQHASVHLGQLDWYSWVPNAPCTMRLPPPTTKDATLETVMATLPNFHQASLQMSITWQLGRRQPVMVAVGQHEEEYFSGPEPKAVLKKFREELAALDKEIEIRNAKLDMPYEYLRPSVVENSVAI
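Purified human 15hLO-1 (40 nM final) in 25 mM Hepes pH 7.5, 0.01% Triton X-100 was preincubated with compound 15 min at room temperature, then reacted 6 min with 50 uM arachidonic acid; hydroperoxide detected by Fe-XO, 573/405 nm absorbance ratio.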
Texas Red fluor = compound fluoresces in the Texas Red spectral region | AID 587 | Compound fluorescence, Texas Red channel, 547/618 nm; active compounds read high | max dye-equivalent concentration, M | hit rate 0.06% among 59,000; in the data active = max dye-equivalent concentration above about 10 nM; inconclusive = between about 1.1 nM and that limit
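qHTS profiling of intrinsic compound fluorescence; 100 mM Tris pH 8.0; 15 min RT; ex 547 / em 618 nm; response expressed as Texas Red dye-equivalent concentration from six-point plate standard.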
Rhodamine autofl = compound autofluorescence in rhodamine spectral region; Rhodamine-region fluorescence, 547/598 nm, Tris buffer; active compounds read high; max dye-equivalent concentration, M; hit rate 0.05% among 59,000; AID 594; in the data active = max dye-equivalent concentration above about 11 nM; inconclusive = between about 1.1 nM and that limit
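Steps: pin-transfer compounds into pH 8.0 Tris (100 mM), hold 15 min at room temperature, image with a 547/598 nm filter pair, and convert intensities to rhodamine-equivalent concentration using a six-point on-plate rhodamine series.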
An asterisk follows results filed as active; i = inactive; ? = inconclusive; nt = no result given; [ ] = another dose, or the depositor's remark. Unless noted, calls follow the shape of the dose curve; as a rule, active = well fitted curve in the direction sought with a large enough effect; inconclusive = small, poorly fitted or top-dose-only effect, or another doubt; inactive = no such curve, though single readings can be large; an effect the other way counts as inactive or inconclusive. The list is partial; the hit share may differ from the screen's.

1: Cc1ccc2oc(=O)c3cnn(CC(=O)NC4CCC(C)CC4)c3c2c1 (stereo unspecified)
2: Nc1nnc(CCN2C(=O)CSC2=O)s1
3: O=C(O)c1cccc(S(=O)(=O)NCCO)c1
4: Cn1nnnc1SCC(=O)NC(=O)NCc1ccccc1
5: Cc1nc(NC(CC(C)C)C(=O)O)c2nc(C)oc2n1 (stereo unspecified)
6: Cc1noc(C)c1COc1ccc(C(=O)NCc2ccccn2)cc1
7: Cc1ccc(CCN2CC(C(=O)NCc3ccco3)CC2=O)cc1 (stereo unspecified)
8: CCCNC(=O)c1noc2c1CCc1ccccc1-2
Compound	1	2	3	4	5	6	7	8
HBB splice mod	-1.2%	0.0%	2.2%[9.22 µM]	-0.5%[57.5 µM]	0.3%	0.0%[57.5 µM]	-1.0%	-0.2%
UbGFP stabilizer	10%	2%	-2%[9.17 µM]	-2%	4%	1%	-7%	12%
4MU fluor	nt	i	i	i	i	i	i	nt
Epigenetic mod	1%	0%	2%[9.22 µM]	-1%	-3%	2%	-2%	nt
Hsp90 Hop PPI	-2%	-3%	-3%[11 µM]	0%	-3%	-5%	-2%	-4%[2.3 µM]
HADH2 inh	3%	?	-12%[11.4 µM]	-1%	-4%	-8%	6%	13%
Fluorescein fluor	nt	i	i	?	?	?	i	nt
Pol III holo inh	-2%	2%	-2%[11.4 µM]	-2%	-2%	-5%	-4%	1%
ALOX15 inhib	8%	-3%	9%[11.4 µM]	13%	4%	9%	8%	-9%
Texas Red fluor	nt	i	i	i	i	?	i	nt
Rhodamine autofl	nt	i	i	i	i	i	i	nt

9: CCOc1cc(C(=O)N2CCOCC2)ccc1OCc1ccccc1
10: CCOC(=O)N1CCC(NC(=O)CSc2cc(=O)n(C)c3ccc(Cl)cc23)CC1
11: Fc1ccc(CNc2ccc(CNc3ncn[nH]3)cc2)cc1
12: NC(=O)C1CCN(c2nc(C3CC3)nc3c2nnn3Cc2ccccc2Cl)CC1
13: O=c1ccc2c(OCCCCc3ccccc3)c3ccoc3cc2o1
14: CCCOc1cccc(C2/C(=C(/O)c3ccc(OC)cc3)C(=O)C(=O)N2CCN(C)C)c1 (stereo unspecified)
15: COc1ccc(C(=O)NCC(=O)Nc2ccccc2)cc1OC
16: COc1ccc(N(C2CSC2)S(=O)(=O)c2ccccc2)cc1
Compound	9	10	11	12	13	14	15	16
HBB splice mod	-0.6%	-0.3%	0.0%	-0.1%[57.5 µM]	0.2%	0.7%[1.84 µM]	2.6%	0.0%[57.5 µM]
UbGFP stabilizer	1%	6%	10%	3%	0%	-1%	4%	-1%
4MU fluor	i	i	i	i	2.4e-08M*	i	i	i
Epigenetic mod	0%	-1%	-3%	1%	1%	6%	0%	-3%
Hsp90 Hop PPI	-3%	?	-8%	-2%	?	1%	-6%	12%
HADH2 inh	-4%	15%	3%	11%	?	-7%	4%	-2%
Fluorescein fluor	i	i	i	?	?	i	i	?
Pol III holo inh	-13%	4%	5%	-4%	1%	-1%	-1%	-5%
ALOX15 inhib	-2%	13%	22%	-9%	-3%	8%	-5%	2%
Texas Red fluor	?	i	i	i	i	i	i	i
Rhodamine autofl	i	i	i	i	i	i	i	i

In the list so far, these have two or more sulfur atoms:
2: Nc1nnc(CCN2C(=O)CSC2=O)s1
16: COc1ccc(N(C2CSC2)S(=O)(=O)c2ccccc2)cc1
Compound	2	16
HBB splice mod	0.0%	0.0%[57.5 µM]
UbGFP stabilizer	2%	-1%
4MU fluor	i	i
Epigenetic mod	0%	-3%
Hsp90 Hop PPI	-3%	12%
HADH2 inh	?	-2%
Fluorescein fluor	i	?
Pol III holo inh	2%	-5%
ALOX15 inhib	-3%	2%
Texas Red fluor	i	i
Rhodamine autofl	i	i

Next section
17: Cc1ccc2c(c1)N(CCC(=O)NCc1ccc3c(c1)OCO3)C(=O)CO2
18: Cc1cccc(N2CCN(C(=O)C3CCCN(S(=O)(=O)c4cccc5cccnc45)C3)CC2)c1C (stereo unspecified)
19: CC(NC(=O)Cc1cccs1)C(c1cccs1)N1CCOCC1 (stereo unspecified)
20: O=c1c2ccccc2nnn1Cc1nnc(-c2ccccc2Br)o1
21: CCCCn1c(=O)[nH]c(=O)c2c1nc(-c1ccc(C#N)cc1)n2C1CCCC1
22: CCN(CC)CCN1C(=O)C(=O)/C(=C(/O)c2ccncc2)C1c1ccccc1 (stereo unspecified)
23: COC(=O)C1=CN(CCCN2CCCC2=O)C=C(C(=O)OC)C1c1ccccc1C(F)(F)F
24: N[C@H](C(=O)O)c1ccc(O)c(C(=O)O)c1
Compound	17	18	19	20	21	22	23	24
HBB splice mod	-2.2%	0.1%	4.8%[0.369 µM]	-0.6%	-1.5%	-1.8%[57.5 µM]	-7.9%	nt
UbGFP stabilizer	5%	9%	nt	5%	0%	3%	-6%	0%
4MU fluor	i	nt	i	i	4.3e-07M*	i	nt	nt
Epigenetic mod	0%	nt	0%	-1%	1%	-2%	5%	1%
Hsp90 Hop PPI	-5%	-2%[2.3 µM]	-2%	-2%	-3%	-1%	17%	-8%
HADH2 inh	2%	12%	-8%	3%	32µM*	-16%	nt	?
Fluorescein fluor	i	nt	?	?	?	i	nt	nt
Pol III holo inh	6%	-6%	-2%	-2%	-7%	4%	-4%	-7%
ALOX15 inhib	-3%	-4%	-6%	5%	-19%	4%	31%[activator]	-7%[25.6 µM]
Texas Red fluor	i	nt	?	i	i	?	nt	nt
Rhodamine autofl	i	nt	i	i	i	i	nt	nt

25: CCC(=O)N1CCc2cc(S(=O)(=O)CCC(=O)Nc3ccc(F)c(F)c3)ccc21
26: Cc1nnc(NC(=O)Cc2cccs2)s1
27: O=C(CSc1nnc(CN2CCOCC2)n1-c1ccc(Cl)cc1)Nc1cc(Cl)ccc1O
28: COC(=O)N1CC=CC1(C)C(=O)NCc1ccc(C)o1 (stereo unspecified)
29: Cc1cc(N2CCC(C(=O)Nc3ccc(F)cc3)CC2)nc(-c2ccccc2)n1
30: CCOc1ccc(-n2c(Cc3cc(=O)[nH]c(=O)[nH]3)nnc2SC(C)C(=O)OC)cc1 (stereo unspecified)
31: COCCNC(=O)c1ccc(Cl)c(Cl)c1
32: NC(=O)c1cc2n(n1)C(C(F)(F)F)CC(c1ccco1)N2 (stereo unspecified)
Compound	25	26	27	28	29	30	31	32
HBB splice mod	0.0%	nt	-1.2%	1.0%	-2.9%	-0.2%	0.2%	-0.4%
UbGFP stabilizer	-5%	4%	2%	nt	-1%	11%	-9%	-14%
4MU fluor	i	?	i	nt	i	nt	i	i
Epigenetic mod	0%	0%	-6%	nt	-1%	nt	0%	0%
Hsp90 Hop PPI	2%	-8%	-7%	-3%	5%	-2%[2.3 µM]	2%	4%
HADH2 inh	-12%	-27%	-2%	-2%	9%	-3%	-7%	-4%
Fluorescein fluor	i	i	i	nt	?	nt	i	?
Pol III holo inh	6%	-5%	4%	-6%	-8%	-6%	0%	-3%
ALOX15 inhib	-2%	?	-18%	-4%	-9%	4%	-4%	-9%
Texas Red fluor	i	i	i	nt	i	nt	i	i
Rhodamine autofl	i	i	i	nt	i	nt	i	i

33: CCOC(=O)CSC(C)C(=O)Nc1nnc(C(C)C)s1 (stereo unspecified)
34: O=C(c1cnn2c(C(F)(F)F)cc(-c3ccco3)nc12)N1CCCc2ccccc21
35: O=C1CC(N2CCOCC2)C(=O)N1c1cc(Cl)cc(Cl)c1 (stereo unspecified)
36: CN(c1ccc(C(=O)Nc2nccs2)cc1)S(=O)(=O)c1ccccc1
37: CCOC(=O)CSc1n[nH]c(-c2cccnc2)n1
Compound	33	34	35	36	37
HBB splice mod	-0.2%	-0.8%[0.0738 µM]	2.1%	-0.5%	-0.2%[57.5 µM]
UbGFP stabilizer	-2%	15%[9.17 µM]	17%	5%	-7%
4MU fluor	nt	nt	nt	i	i
Epigenetic mod	nt	2%	2%	2%	1%
Hsp90 Hop PPI	2%	-2%[11 µM]	3%	-6%	0%
HADH2 inh	7%	11%[11.4 µM]	?	-1%	5%
Fluorescein fluor	nt	nt	nt	i	i
Pol III holo inh	-3%	0%[11.4 µM]	-6%	-4%	-5%
ALOX15 inhib	?	-9%[11.4 µM]	-21%	3%	12%
Texas Red fluor	nt	nt	nt	i	i
Rhodamine autofl	nt	nt	nt	i	i

High-throughput results deposited in PubChem BioAssay by National Center for Advancing Translational Sciences (NCATS).
